Compound activity (PubChem)
V-ATPase pHluor – alters yeast V-ATPase proton transport | 350,000 tested, 0.37% active | response, % at 10 µM | S. cerevisiae, pHLuorin cytosolic pH fluorescence; in the data active means response mostly above about 7.3%, no sharp cut-off; inactive means mostly below about 5.4%; further: actives read high; inactives centre near 0; some compounds called inactive have numbers as strong as hits; reference of the scale not given here
RTF Ca sens inh – cardiac RTF calcium desensitization | P19429+P45379 | IANBD-labeled cardiac RTF, Ca2+ fluorescence | 340,000 tested, 0.12% active | inhibition, % at 7.15 µM;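 active means inhibition above the mean inhibition of all tested compounds plus 3 SD, cut at about 17% in these data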;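 further: assay run at fixed EC70 calcium of 1.6 mM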
Wnt bcat act – Wnt/beta-catenin pathway activation; AID 743398; 300,000 tested, 1.2% active; Wnt/beta-catenin reporter cell assay, activator, plate reader; activation, % at 9.35 µM; in the data active means activation above about 30%, passing the limit was not always enough;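 further: 0% = neutral control wells and 100% = positive control wells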
Arrestin-AP2 inh – human beta-arrestin and AP2 interaction inhibition | inhibition, % at 10 µM | 340,000 tested, 0.31% active | AID 504490 | FITC-arrestin peptide / GST-AP2 beads, flow cytometry; AP2 beta2 appendage carries R879A mutation;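 active means inhibition above a set limit, near 3 SD of compounds lacking own fluorescence, cut at about 54% in these data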;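 further: plate controls were DMSO wells for no effect and 5 µM unlabelled arrestin peptide for full effect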
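Material – GST-tagged AP2 beta2-adaptin appendage (R879A) on 4 µm glutathione beads · Probe or stimulus – fluorescein-tagged arrestin peptide at 50 nM final · Timing – 12 min plus 1 h, RT · Detection – bead flow cytometry, FITC channel · Read-out basis – inhibition as reduced fluorescein signal on beads, percent · Medium – PBS plus Tween 20 (0.05%) and BSA (0.1%)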
RTF Ca sens act – increases calcium sensitivity of human cardiac regulated thin filaments; P19429+P45379; IANBD-labeled TnC RTF fluorescence at EC20 calcium; 0% EC20 calcium, 100% full calcium; activation, % at 7.2 µM; 340,000 tested, 0.24% active;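 active means activation above the mean over all tested compounds plus 3 SD, cut at about 30% in these data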;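 further: rise in fluorescence read as greater calcium sensitivity of cardiac thin filaments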
Keap1 Nrf2 FP – disrupts human Keap1 binding to Nrf2 peptide; 340,000 tested, 0.15% active; Keap1 Kelch-Nrf2 peptide fluorescence polarization, 1536-well; inhibition, % at 9.4 µM; Q14145; in the data active means inhibition above about 12%;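 further: human Keap1 Kelch domain with fluorescein labeled Nrf2 9mer peptide probe; 0% = neutral control wells and 100% = peptide positive control; higher means more block of Keap1 binding to Nrf2 peptide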
OPRM1-OPRD1 ag – OPRM1-OPRD1 heterodimerization agonism | P35372+P41143 | cells, luminescence | activation, % at 9.3 µM | 340,000 tested, 0.3% active; in the data active means activation above about 18%;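 further: 0% = vehicle-treated cells and 100% = reference agonist; values of inactives mirror those of a sister screen read the other way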
Target sequence (P35372 whole entry, looked up): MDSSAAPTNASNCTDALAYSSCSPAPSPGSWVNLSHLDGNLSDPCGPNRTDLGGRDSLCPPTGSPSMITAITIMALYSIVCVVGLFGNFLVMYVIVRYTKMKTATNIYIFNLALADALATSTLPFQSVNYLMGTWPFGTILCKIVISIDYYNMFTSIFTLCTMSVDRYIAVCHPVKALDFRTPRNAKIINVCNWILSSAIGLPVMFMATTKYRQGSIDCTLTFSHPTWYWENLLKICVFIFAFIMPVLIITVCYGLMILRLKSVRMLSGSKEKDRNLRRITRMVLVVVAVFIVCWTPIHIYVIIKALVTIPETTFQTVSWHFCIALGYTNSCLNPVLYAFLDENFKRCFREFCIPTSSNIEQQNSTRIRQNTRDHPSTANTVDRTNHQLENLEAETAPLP
Target sequence (P41143 whole entry, looked up): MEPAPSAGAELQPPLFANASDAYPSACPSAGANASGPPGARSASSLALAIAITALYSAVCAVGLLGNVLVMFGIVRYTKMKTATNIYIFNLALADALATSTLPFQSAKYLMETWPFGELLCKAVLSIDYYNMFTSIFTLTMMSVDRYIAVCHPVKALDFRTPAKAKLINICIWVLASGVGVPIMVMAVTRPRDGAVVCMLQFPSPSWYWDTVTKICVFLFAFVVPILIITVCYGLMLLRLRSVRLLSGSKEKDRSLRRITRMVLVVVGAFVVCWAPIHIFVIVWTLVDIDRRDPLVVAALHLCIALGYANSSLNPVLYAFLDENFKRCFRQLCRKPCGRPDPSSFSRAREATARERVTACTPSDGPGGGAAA
OPRM1-OPRD1 inv – mu-delta opioid heterodimer inverse agonism; cell-based MOR-DOR heterodimer luminescence; inhibition, % at 9.3 µM; 340,000 tested, 0.21% active; in the data active means inhibition above about 22%, passing the limit was not always enough;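 further: 0% = cells with DMSO and 100% = wells without cells with DMSO; values of inactives mirror those of a sister screen read the other way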
DSG3 Ab inh – inhibitors of pemphigus antibody binding to human desmoglein-3; binding (percent of control), % at 10 µM; 310,000 tested, 0.48% active; DSG3-coupled beads, scFv-anti-DSG3-GFP binding, flow cytometry; hits give low values; P32926;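 active means binding more than 3 SD below its plate's average and above zero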;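 further: hits lower antibody fragment binding to DSG3; some compounds called inactive have numbers as strong as hits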
LANA DNA inh – blocks KSHV LANA C-terminal domain binding to DNA; MBP-C-LANA/FAM-LBS DNA binding, fluorescence polarization; inhibition, % at 9 µM; 340,000 tested, 0.078% active;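 active means highest replicate inhibition at or above 60% at 9 µM, even if other replicates fall short; inactive means all replicates below 60% inhibition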;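 further: 0% = neutral control wells and 100% = 4 µM acridine orange control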
Numbers without * were called inactive; . = not tested or not shown.

SMILES	V-ATPase pHluor	RTF Ca sens inh	Wnt bcat act	Arrestin-AP2 inh	RTF Ca sens act	Keap1 Nrf2 FP	OPRM1-OPRD1 ag	OPRM1-OPRD1 inv	DSG3 Ab inh	LANA DNA inh
CCOC(=O)C1=CN(Cc2ccccc2)CCC1=O	1	1	-1	31	-6	-2	-3.5	16	109	-2.0
CC(C)[C@H](NC(=O)c1ccc(F)cc1)C(=O)NC1=NCCS1	-2	-5	-1	2	-2	-1	1.9	-9	.	-2.9
CN(C)C(=O)c1ccc(Nc2ncnc3sc4c(c23)CCCCC4)cc1	-1	2	10	13	1	3	-0.2	1	99	-1.5
CCOc1ccc(C(=O)Nc2cc(NC(=O)c3ccc(OCC)c(Cl)c3)cc(C(=O)O)c2)cc1Cl	0	-5	-1	-5	-1	-2	-1.8	10	98	0.6
COc1cccc(OC)c1OCCCCn1cnc2ccccc2c1=O	0	-5	1	20	14	-2	-0.1	1	97	2.1
CCc1cc(C(=O)N2CCN(S(=O)(=O)c3ccc(Cl)cc3)CC2)sc1C	0	2	1	17	2	-4	-2.5	10	99	0.3
CCc1[nH]nc(C(=O)N2CCCC(Nc3cccc(F)c3)C2)c1C (centres undefined)	-2	-8	5	12	-4	4	1.4	-7	.	-1.5
CCN(CC)S(=O)(=O)c1cc(NC(=O)c2cc([N+](=O)[O-])ccc2N2CCOCC2)ccc1C	6	-5	-4	0	-2	-6	1.2	-6	.	-0.4
N#Cc1nc(Cc2ccccc2)oc1N1CCC(Cc2ccccc2)CC1	3	-14	.	3	-2	2	-2.1	10	96	0.2
CSc1nnc(CSc2cc(C)nc(N(C)C)n2)o1	4	-17	-1	0	2	-1	-4.1	22	110	2.0
CCOc1cc(/C=N/NC(=O)CSc2nncn2C)ccc1OCc1ccccc1	4	-13	0	0	-4	-4	-2.1	11	115	-1.1
O=C(CCNS(=O)(=O)c1ccccc1)OCC(=O)c1ccc(F)cc1	1	-2	0	-9	-1	-1	-1.9	12	98	-0.9
COCCCn1c(C(=O)NCCC2=CCCCC2)cc2c(=O)n3cccc(C)c3nc21	1	-8	-2	-13	4	-2	-1.6	8	.	0.3
Cc1noc(C)c1CSCC(=O)Nc1cc(S(C)(=O)=O)ccc1Cl	-5	-1	-4	-9	7	6	-0.1	0	109	1.3
CC(Nc1ccc(F)cc1F)C(=O)NC(=O)NC1CCCCC1 (centres undefined)	1	-5	-1	-7	-1	3	4.5	-22	108	-0.5
Cc1cccc(C(=O)NCCN2CCN(c3ccccc3)CC2)c1	1	1	0	0	-4	6	-0.5	2	108	-0.6
CCOc1ccc(C(=O)C[n+]2ccc(C(=O)NCc3ccccc3)cc2)cc1	-1	-3	0	-10	-2	-8	-0.9	4	102	-0.7
CC(=O)Nc1sc(C)c(C)c1C(=O)OCC(=O)Nc1cc(S(C)(=O)=O)ccc1Cl	3	-6	-11	-4	0	-1	0.3	-1	94	1.9
Cc1cc(SCC(=O)N(CC(C)C)c2c(N)n(CC(C)C)c(=O)[nH]c2=O)nc2ccccc12	0	-1	-1	4	-2	-6	-4.3	17	116	1.6
O=C(Cn1cccc1C(=O)c1ccccc1)NCCCc1ccccc1	4	-4	1	24	6	3	-3.9	19	100	0.6

Pulled one by one from the list above (three):
SMILES	V-ATPase pHluor	RTF Ca sens inh	Wnt bcat act	Arrestin-AP2 inh	RTF Ca sens act	Keap1 Nrf2 FP	OPRM1-OPRD1 ag	OPRM1-OPRD1 inv	DSG3 Ab inh	LANA DNA inh
CSc1nnc(CSc2cc(C)nc(N(C)C)n2)o1	4	-17	-1	0	2	-1	-4.1	22	110	2.0
CCc1[nH]nc(C(=O)N2CCCC(Nc3cccc(F)c3)C2)c1C (centres undefined)	-2	-8	5	12	-4	4	1.4	-7	.	-1.5
CCOc1cc(/C=N/NC(=O)CSc2nncn2C)ccc1OCc1ccccc1	4	-13	0	0	-4	-4	-2.1	11	115	-1.1

Additional entries:
SMILES	V-ATPase pHluor	RTF Ca sens inh	Wnt bcat act	Arrestin-AP2 inh	RTF Ca sens act	Keap1 Nrf2 FP	OPRM1-OPRD1 ag	OPRM1-OPRD1 inv	DSG3 Ab inh	LANA DNA inh
CC(C)Oc1ccc(OCCn2c(S(=O)(=O)O)nc3c(N)ncnc32)cc1	0	0	0	-10	-6	-3	-2.3	14	91	-0.1
Cc1cc(Cl)ccc1NC(=S)NCCC(c1ccccc1)c1ccccc1	3	-8	.	10	-5	-5	4.7	-23	.	-2.1
CN=C(c1ccc([N+](=O)[O-])cc1)N1CCCCC1	0	-5	-1	-3	9	2	-0.9	5	99	0.1
Cc1ccc(NC(=S)NC(=O)c2c(-c3ccccc3Cl)noc2C)cc1	0	-3	2	-1	1	0	2.4	-12	98	0.1
CC1=NN(C(N)=S)C(=O)C1N=Nc1ccc(F)cc1 (centres undefined)	-3	-6	21	10	-1	2	-2.9	13	111	1.4
COc1cc(/C=N\NC(=O)c2ccc(=O)[nH]n2)cc(OC)c1OC	2	-7	-1	-5	2	-4	-2.4	10	106	-0.7
COc1ccc2c(=O)cc(-c3ccncc3)oc2c1OC	-1	7	-3	19	-1	0	-3.0	14	.	-1.0
O=C(NCCc1ccccc1)c1cc2ccccc2oc1=O	-1	1	-2	32	-7	3	-0.2	1	101	-0.8
CN(C(=O)c1cccc(NC(=O)Cc2ccc([N+](=O)[O-])cc2)c1)C1CCCC1	-4	4	-8	0	1	1	-1.0	6	98	1.5
CSc1ccccc1OCc1cc(C(=O)N(C)Cc2c(C)n[nH]c2C)no1	2	7	.	0	1	8	-2.6	15	118	-0.1
COc1cccc(NC(=O)c2ccc(NC(C)=O)cc2)c1	-4	-6	.	-7	0	4	-0.4	2	100	1.0
CCN(CC)c1ccc(C=Nc2cc(C)ccc2C)c(O)c1	-1	-6	2	44	20	-1	1.1	-5	104	-1.0
COc1cc(CNCc2ccccn2)ccc1OCc1cccc(Cl)c1	-2	2	5	35	5	4	3.2	-17	78	-0.7
Cc1ccc(CNC(=O)COC(=O)c2cc3c(s2)CCC(C)C3)cc1 (centres undefined)	3	-3	-5	7	9	-10	3.3	-17	91	2.6
Cc1ccc(S(=O)(=O)N2CCCN(C)CC2)cc1	0	-8	0	13	6	0	-0.4	2	.	-4.1
O=C(Nc1ccc2snnc2c1)N1CCN(c2ccccc2)CC1	-1	-13	7	-8	11	-4	-1.4	8	93	-0.8
Cc1nnsc1S(=O)c1ccc(Cl)c(Cl)c1 (centres undefined)	0	-5	3	-2	-5	1	-1.4	7	104	-2.7
CN(C)NC(=O)C(NC(=O)c1ccccc1)C12CC3CC(CC(C3)C1)C2 (centres undefined)	5	0	-1	4	-9	-4	0.1	0	87	1.1
O=C(Nc1scc(-c2ccc(F)cc2)c1C(=O)O)c1ccco1	2	8	.	6	13	-5	0.2	-1	107	1.6
CCN1CCN(CC(=O)Nc2nc3ccc(OC)cc3s2)CC1	0	-1	-2	2	-2	0	-0.1	1	108	1.7
Cc1ccc(N=C2NC(=O)C(CC(=O)O)S2)cc1 (centres undefined)	22*	-7	-3	5	-3	-2	-0.1	0	111	-0.1
CCOCCCNC(=O)c1ccc(OC(C)=O)cc1	-1	-2	-4	20	2	0	-1.9	12	.	-1.0
COCCCNC(=O)/C(=C\c1cccn1C)NC(=O)c1cccs1	-3	-4	.	-5	-4	-4	-0.8	5	112	0.0
Cc1ccc2oc(-c3cccc(NC(=O)C4CCCO4)c3)nc2c1 (centres undefined)	-1	-2	.	-4	7	-2	0.6	-3	105	0.6
CCOC(=O)C1CCCN(S(=O)(=O)Cc2ccc(Cl)cc2)C1 (centres undefined)	-4	4	-1	-17	-7	0	-2.7	12	102	5.6
COC(=O)Cc1[nH]n(-c2nc3ccccc3s2)c(=O)c1C(C)=Nc1ccc(OC)cc1	-2	-2	-9	22	1	-2	2.2	-12	101	-2.0
COc1ccc(C(CNS(=O)(=O)c2ccccc2)N2CCN(C)CC2)cc1 (centres undefined)	-1	-20	1	-9	-3	-4	-0.5	3	95	1.0
CC(C)(C)C1CCC2(CC1)Nc1cccc3cccc(c13)N2	-2	1	.	38	-7	-4	-0.2	2	.	0.0
O=[N+]([O-])C(C1CCS(=O)(=O)C1)C1CCS(=O)(=O)C1 (centres undefined)	-1	.	-1	19	.	1	.	.	99	-0.4
COc1ccc(Cn2nnnc2C(CC(C)C)N2CCN(c3ccccc3)CC2)cc1 (centres undefined)	-7	-4	-3	-5	-6	-4	4.0	-17	.	-1.4
Cc1ccc(CNC(=O)C2=CCN(S(=O)(=O)c3ccc(C)cc3)CC2)cc1	-5	-9	-1	-7	7	-3	-1.7	9	101	0.0
CS(=O)(=O)c1ccc2nc(NC(=O)CCNC(=O)c3ccccc3Cl)sc2c1	0	-13	5	22	2	-1	1.5	-8	104	0.9
FC(F)(F)c1ccc2nnc(-c3c(Cl)cccc3Cl)n2c1	2	7	-2	-6	-2	-4	0.0	0	.	-0.6
Cc1ccc(OCCC(=O)OCC(=O)Nc2ccc3[nH]c(=O)[nH]c3c2)cc1	4	-20	0	-8	2	0	-1.5	10	98	-1.0
Cc1ccc(S(=O)(=O)N2CCCC(C(=O)NCCC3=CCCCC3)C2)cc1 (centres undefined)	-1	-6	-6	7	-5	-6	0.8	-5	96	-2.1
COc1ccc(CNCc2ccc(OC)c3ccccc23)cc1	1	-5	-2	8	-5	-3	-1.8	8	107	0.1
COC(=O)CNC(=O)COC(=O)/C=C/c1ccc(F)cc1	-1	2	-1	10	-1	-3	-0.7	4	100	-2.4
CCOC(=O)/C(=C\c1ccccc1)C(=O)c1cc(C(C)=O)c(Nc2ccccc2)s1	0	3	.	-1	-2	-5	0.6	-4	96	-2.3
CN(Cc1ccccc1)C(=O)c1[nH]cnc1C(=O)Nc1nccs1	-9	-4	0	24	-2	1	-0.1	0	98	6.6
O=S(=O)(/N=C(/Nc1ccccc1)c1ccccc1O)c1ccccc1	3	-8	3	13	7	-3	-2.5	13	103	0.9
CC(NC(=O)Cn1nc(C(=O)O)c2ccccc2c1=O)c1ccccc1 (centres undefined)	-5	3	1	3	1	-6	-0.6	2	.	2.4
CC(CC(=O)O)CC(=O)NNC(=O)c1cccc(Br)c1 (centres undefined)	0	-5	-1	-8	-2	3	-0.7	4	98	0.6
O=C1CCC(=O)N1OCCCOc1ccc2c(c1)CCC2	0	-4	.	1	1	-9	-2.9	12	.	1.7
CSc1nnc(N2C(=O)C(O)=C(C(=O)c3ccco3)C2c2ccccc2)s1 (centres undefined)	2	-10	7	30	-5	0	-0.4	2	108	6.7
CS(=O)(=O)N1CCN(c2ccc(NC(=O)CSc3ccc(Cl)cc3)cc2)CC1	-2	-7	.	4	4	1	-1.8	10	100	1.4
CN(C)c1nc(SCc2ccccc2)nc(N2CCOCC2)n1	-3	4	3	2	6	-11	-1.1	7	.	0.6
Cc1ccc(NC(=O)CCS(=O)(=O)c2cc3[nH]c(=O)c(=O)[nH]c3cc2C)cc1	0	-4	3	-5	9	-2	-0.7	3	100	0.7
Cc1ccc(C(C(=O)NC2CCCCC2)N(Cc2ccco2)C(=O)C2COc3ccccc3O2)o1 (centres undefined)	-5	0	.	5	-3	-6	-1.7	10	87	-0.7
